RXFP1 agonist: activates the human relaxin receptor RXFP1; Q9HBX9; HEK293T-RXFP1 cAMP TR-FRET, 30 min; response scale: percent of porcine relaxin response, buffer zero; Potency, µM (series often up to 57.5 µM), for the others: at the top dose activation, most hits filed as activators; 370,000 compounds, 0.3% hits; AID 2676; note: potency is the fitted concentration of half-maximal effect; % is set by controls: 0 for no effect and ±100 for the full control effect; nearly all actives have a fitted effect of over 60% in size; many of its hits are not listed in these tables
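cAMP rise read by TR-FRET after 30 min, 37C compound exposure (up to 58 uM) in RXFP1-transfected HEK293 cells with Ro 20174 present. EC50 from Hill-equation fits, with 29 nM porcine relaxin as 100% and buffer as basal.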
Vif-APOBEC3G blk: inhibitors of Vif-APOBEC3G interaction; HeLa A3G-eYFP + Vif (tagged APOBEC3G with the HIV-1 protein that degrades it), YFP fluorescence, overnight; 410,000 compounds, 0.076% hits; Q9HC16; Potency, µM (titrated, usually from 46.1 µM), without a hit: top-dose activity, negative = active, usual class: inhibitors;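 note: potency is the fitted concentration of half-maximal effect; % is set by controls: 0 for no effect and ±100 for the full control effect; nearly all actives have a fitted effect of over 60% in size; hits raise eYFP signal because A3G escapes Vif-driven loss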
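HeLa cells stably expressing Vif and C-terminally eYFP-tagged A3G, seeded overnight at 37 deg C, then exposed to compound by pintool overnight at 37 deg C. Rise in yellow fluorescence (Ex 488/Em 500-530, Acumen) marks blocked Vif-driven A3G degradation.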
USP1 inh: USP1/UAF1 (human) deubiquitinase inhibition. recombinant USP1/UAF1, Ub-Rhodamine cleavage fluorescence. Potency, µM (titrated, usually from 57.1 µM), for inactives: at the highest dose activity change, negative = inhibition, actives largely listed as inhibitors. AID 743255. 390,000 compounds, 0.23% hits. O94782; note: potency is the fitted concentration of half-maximal effect; % is set by controls: 0 for no effect and ±100 for the full control effect; nearly all actives have a fitted effect of over 60% in size; inactives centre near -12
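USP1/UAF1 complex (1 nM) preincubated 15 min at room temperature with compound, then Ub-Rho substrate (150 nM final) added. Kinetic fluorescence at 480/540 nm over 6 reads at 60 s intervals; 50 mM HEPES pH 7.8, 0.5 mM EDTA, 0.1 mg/ml BSA, 1 mM TCEP, 0.01% Tween-20.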
GRP78 ERSR act: inducers of ER stress response in human glioma cells; 420,000 compounds, 0.02% hits; Potency, µM, for the others: at the top dose activation, hits mostly activators; U87-MG GRP78 promoter luciferase reporter, 16 h; AID 602332; note: potency is the fitted concentration of half-maximal effect; series mostly up to about 76 µM; % of control where 0% means no effect; nearly all actives have a fitted effect of over 35% in size
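ERSR induction read as luciferase luminescence (Bright-Glo, 10 min at room temperature) in stably transfected human U87-MG glioma cells exposed to compounds for 16 h, using GRP78 as sensor.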
PI4K2A inh: blocks human PI4K2A kinase activity. Q9BTU6. purified PI4K2A, ADP-Glo luminescence, 1 h; hits give low values. activity change, negative = inhibition, % at 76.9 µM. 420,000 compounds, 0.13% hits; in the data active = activity change below about -50%; inconclusive = mostly about -30% to -49%;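 note: -100% = wells without enzyme as full effect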
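ADP-Glo luminescence measured ADP generated by PI4K2A enzyme (4 ug/mL before mixing) with 1.2 mM PI substrate (pre-mix) and 300 microM ATP (pre-mix). Tris pH7.5 buffer with MgCl2, Triton X-100; 1 h reaction at ambient temperature.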
TrxR1 substrate: substrates of rat thioredoxin reductase 1 | O89049 | purified TrxR1 substrate turnover, NADPH consumption readout | Potency, µM (doses to about 114 µM), for inactives: at the highest dose activity change, negative = substrate turnover | 390,000 compounds, 0.01% hits; note: potency is the fitted concentration of half-maximal effect; % is set by controls: 0 for no effect and ±100 for the full control effect; nearly all actives have a fitted effect of over 50% in size
Target sequence (O89049 whole entry, looked up): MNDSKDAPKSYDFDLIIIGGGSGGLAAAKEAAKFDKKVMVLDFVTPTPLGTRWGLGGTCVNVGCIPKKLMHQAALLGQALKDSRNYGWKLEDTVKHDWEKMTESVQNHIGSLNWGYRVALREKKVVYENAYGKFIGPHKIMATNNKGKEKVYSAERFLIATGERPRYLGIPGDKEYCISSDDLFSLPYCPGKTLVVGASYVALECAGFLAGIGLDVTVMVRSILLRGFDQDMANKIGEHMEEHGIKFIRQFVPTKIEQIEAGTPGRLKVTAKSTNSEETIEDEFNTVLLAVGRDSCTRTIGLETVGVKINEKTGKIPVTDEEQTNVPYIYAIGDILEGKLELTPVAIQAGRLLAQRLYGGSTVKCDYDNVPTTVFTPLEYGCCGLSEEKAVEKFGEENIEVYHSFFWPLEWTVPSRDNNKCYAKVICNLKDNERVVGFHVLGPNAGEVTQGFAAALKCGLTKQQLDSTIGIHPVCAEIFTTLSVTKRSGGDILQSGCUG
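Rat TrxR1, dispensed at 90 nM, was prereduced with 400 uM NADPH (final) for 5 min at ~22 deg C, then incubated with compound 15 min before 400 uM selenite. A first-read NADPH fluorescence drop versus no-compound background flagged substrates.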
LDHA inh: inhibitors of human lactate dehydrogenase A; P00338; activity change, % (values are at about 110 or 230 µM); 480,000 compounds, 0.15% hits; purified LDHA, NADH/diaphorase-resazurin fluorescence; hits give low values; in the data active = activity change below about -30%; inconclusive = mostly about -25% to -30%;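 note: plate controls were DMSO wells for no effect and wells without enzyme for full effect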
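Human LDH5 (2 nM) was incubated with 0.06 mM NADH and 0.2 mM pyruvate for 5 min at room temperature in Tris pH 7.4. Remaining NADH was coupled through diaphorase/resazurin, and resorufin fluorescence was read at 0 and 20 min.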
IDH1 R132H inh: inhibitors of human mutant IDH1 R132H; 390,000 compounds, 0.093% hits; IDH1-R132H enzyme, NADPH consumption, diaphorase/resazurin fluorescence; AID 602179; Potency, µM (highest dose often 76.6 µM), inactives show top-dose activity change, negative = inhibition, most hits filed as inhibitors; note: potency is the fitted concentration of half-maximal effect; % is set by controls: 0 for no effect and ±100 for the full control effect; nearly all actives have a fitted effect of over 65% in size
Target sequence (O75874 whole entry R132H, stated change not applied): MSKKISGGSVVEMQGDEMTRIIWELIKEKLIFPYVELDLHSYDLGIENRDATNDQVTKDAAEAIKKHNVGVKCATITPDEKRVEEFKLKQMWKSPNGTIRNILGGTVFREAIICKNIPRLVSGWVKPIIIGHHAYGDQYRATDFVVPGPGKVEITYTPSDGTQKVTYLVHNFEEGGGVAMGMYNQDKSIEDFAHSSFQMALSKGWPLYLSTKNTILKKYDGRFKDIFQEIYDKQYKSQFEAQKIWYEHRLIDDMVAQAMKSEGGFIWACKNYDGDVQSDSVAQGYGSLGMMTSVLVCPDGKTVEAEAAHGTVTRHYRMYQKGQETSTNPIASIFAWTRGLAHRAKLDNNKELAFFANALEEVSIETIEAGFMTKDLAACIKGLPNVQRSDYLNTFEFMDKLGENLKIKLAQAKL
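IDH1-R132H (0.5 ug/mL) preincubated 30 min with compound, then NADPH (0.016 mM) and alpha-KG (2 mM) added; 80 min at RT, pH 7.5. Remaining NADPH coupled via diaphorase/resazurin to fluorescence (540/590 nm); concentration-response curves normalized to no-enzyme control.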
Vif-APOBEC3F blk: inhibitors of Vif-A3F interaction. HeLa A3F-eYFP + Vif (tagged APOBEC3F with the HIV-1 protein that degrades it), YFP fluorescence increase. Potency, µM (doses to about 46.1 µM), without a hit: top-dose activity, negative = active. 390,000 compounds, 0.2% hits; note: potency is the fitted concentration of half-maximal effect; % of control where 0% means no effect; nearly all actives have a fitted effect of over 65% in size
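Fluorescence increase (Ex 488/Em 500-530) after overnight compound treatment at 37 deg C flags inhibition of Vif-driven A3F-eYFP loss in stable HeLa A3F-eYFP/Vif cells seeded overnight beforehand.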
The depositor's hits bear a star; ? = inconclusive; . = not tested or not shown; & = joins results of further samples; [ ] = another dose, or the depositor's remark. Unless noted, calls come from the whole dose curve; as a rule, active = well fitted curve in the direction sought with a large enough effect; inconclusive = small, poorly fitted or top-dose-only effect, or another doubt; inactive = no such curve, though single readings can be large; an effect the other way counts as inactive or inconclusive.

Structure,RXFP1 agonist,Vif-APOBEC3G blk,USP1 inh,GRP78 ERSR act,PI4K2A inh,TrxR1 substrate,LDHA inh,IDH1 R132H inh,Vif-APOBEC3F blk
Cc1cc(-c2nn(-c3ccccc3F)cc2CN2CCCC(O)C2)c(C)s1 (stereo not drawn),2.4%,1%,-1%,-5%,-1,-1%,1,-2%,1%
COc1ccc(/C=N/NC(=O)c2ccncc2)cc1CSc1nc2ccccc2s1,-0.1%,-1%,-8%,3%,6,-11%,-3,8%,6%
CCOc1ccc(Oc2ccc(Cl)cc2NC(=O)C2=COCCO2)cc1,-0.4%,0%,-16%,-4%,0,-6%,-5,-1%,-14%
CC(C(=O)NC1CCS(=O)(=O)C1)N1C(=O)/C(=C/c2ccc(Cl)cc2)SC1=S (stereo not drawn),-1.1%,4%,-14%,2%,-3,-16%,-5,-3%,-8%
COc1ccccc1OCCn1cc(C(=O)C(C)C)c2ccccc21,0.9%,-2%,-21%,-4%,-1,-9%,-5,-3%,-1%
Cc1ccsc1CN1CCC(C(=O)NCc2ccccc2Cl)CC1,-0.6%,-4%,-19%,-5%,-2,4%,-12,0%,-5%
CC(C)Oc1ccc(CCC(=O)NNC(=O)CCC(=O)O)cc1,0.6%,-4%,-21%,-6%,2,1%,-6,-2%,-5%
O=C(Cn1cc([N+](=O)[O-])cn1)N1CCc2ccccc2C1,4.5%,-1%,0%,-4%,4,0%,-1,2%,6%
CCOC(=O)c1cc(CC)sc1NC(=O)c1ccc(N2CCOCC2)c([N+](=O)[O-])c1,0.0%,1%,-17%,-6%,3,-9%,-5,11%,-9%
CC(C)COP(=O)(c1ccc(N(C)C)cc1)C(O)c1ccccc1F (stereo not drawn),-1.2%,-2%,?,-3%,12,-6%,0,5%,0%
CCCn1c(NC(=O)C2COc3ccccc3O2)nc2ccccc21 (stereo not drawn),2.3%,-1%,-5%,-3%,-3,1%,-3,-2%,1%
CCOC(=O)[C@@H]1[C@H]2COc3ccccc3[C@@H]2N2C(=O)N(c3ccc(C(F)(F)F)cc3)C(=O)[C@]12C,.,-3%,-11%,-1%,1,-4%,-6,-3%,-7%
CN1CCN(S(=O)(=O)c2ccc(NC(=O)Cc3cccs3)cc2)CC1,-0.4%,0%,0%,-5%,-2,3%,-2,0%,-6%
Cc1cccc(Cn2c(N3CCN(C)CC3)nc3c2c(=O)n(C)c(=O)n3C)c1,5.7%,0%,2%,0%,-2,-8%,-5,3%,-2%
CCOc1ccc(NCc2cccn2-c2nnc(N3CCC(C(=O)NCCOC)CC3)s2)cc1,-2.2%,.,-20%,.,1,-1%,14,.,.
COc1cc(NC(=O)c2cc3nc(C4CC4)cc(C(F)(F)F)n3n2)c(OC)cc1Cl,3.8%,-4%,-23%,-1%,-4,9%,-2,0%,3%
CC(=O)Nc1ccc(S(=O)(=O)NCC2CCCO2)cc1 (stereo not drawn),.,0%,-24%,-2%,6,6%,-10,-8%,12%
NC(=O)CSc1nccn1Cc1ccccc1,2.4%,3%,-2%,-3%,0,14%[57.1 µM],2,5%,12%
CCOc1ccc(N(CC(=O)NC2CC3CCC2C3)S(=O)(=O)c2ccc(C)cc2)cc1 (stereo not drawn),-2.9%,0%,-5%,0%,-1,-4%,-5,2%,-10%
CCN(Cc1ccccc1)C(=O)Cn1c(=O)n(CCC(=O)N2CCCCC2)c(=O)c2sccc21,1.1%,-4%,-20%,20%,-5,4%,-3,-4%,-13%
Cc1ccc(S(=O)(=O)c2nnn3c2nc(NC2CCCCC2)c2sccc23)cc1,9.7%,2%,?,-3%,-1,14%,-3,-14%,-18%
COc1ccc(C2C(C(N)=O)=C(C)Nc3nc(-c4ccccc4)nn32)cc1OC (stereo not drawn),-1.2%,-1%,-10%,-2%,-1,8%[57.1 µM],-5,-2%,0%
O=C(CN1C(=O)C2C3CC(C(Br)C3Br)C2C1=O)N1CCN(Cc2ccccc2)CC1 (stereo not drawn),6.5%,5%,4%,-3%,1,6%[57.1 µM],-4,1%,-2%
Cc1c(C(=O)N2CCN(c3ccccn3)CC2)oc2ccccc12,-0.3%,0%,-4%,-2%,-3,-6%,-8,2%,-2%
COc1ccc(CCNC(=O)CN2C(=O)NC(C)(c3ccc([N+](=O)[O-])cc3)C2=O)cc1 (stereo not drawn),0.1%,-2%,-4%,-3%,3,3%,-8,-2%,15%

Part of the list above with just IDH1 R132H inh and TrxR1 substrate:
| Structure | IDH1 R132H inh | TrxR1 substrate |
| --- | --- | --- |
| Cc1cc(-c2nn(-c3ccccc3F)cc2CN2CCCC(O)C2)c(C)s1 (stereo not drawn) | -2% | -1% |
| COc1ccc(/C=N/NC(=O)c2ccncc2)cc1CSc1nc2ccccc2s1 | 8% | -11% |
| CCOc1ccc(Oc2ccc(Cl)cc2NC(=O)C2=COCCO2)cc1 | -1% | -6% |
| CC(C(=O)NC1CCS(=O)(=O)C1)N1C(=O)/C(=C/c2ccc(Cl)cc2)SC1=S (stereo not drawn) | -3% | -16% |
| COc1ccccc1OCCn1cc(C(=O)C(C)C)c2ccccc21 | -3% | -9% |

Fetched one by one from above:
Structure,RXFP1 agonist,Vif-APOBEC3G blk,USP1 inh,GRP78 ERSR act,PI4K2A inh,TrxR1 substrate,LDHA inh,IDH1 R132H inh,Vif-APOBEC3F blk
Cc1cc(-c2nn(-c3ccccc3F)cc2CN2CCCC(O)C2)c(C)s1 (stereo not drawn),2.4%,1%,-1%,-5%,-1,-1%,1,-2%,1%
CC(C)COP(=O)(c1ccc(N(C)C)cc1)C(O)c1ccccc1F (stereo not drawn),-1.2%,-2%,?,-3%,12,-6%,0,5%,0%

Additional compounds
Structure,RXFP1 agonist,Vif-APOBEC3G blk,USP1 inh,GRP78 ERSR act,PI4K2A inh,TrxR1 substrate,LDHA inh,IDH1 R132H inh,Vif-APOBEC3F blk
N#CC(c1ccc(O)cc1)N1CCCCC1 (stereo not drawn),-0.7%,0%,-1%,-2%,1,-2%,26,1%,-4%
Cc1cc(C)c2[nH]c(=O)c(CN(Cc3ccccc3)C(=S)NCCCN(C)C)cc2c1,0.2%,2%,-11%,1%,-1,3%,0,3%,-18%
CS(=O)(=O)Nc1ccc(-c2n[nH]c(=S)n2-c2ccccc2)cc1,14%,0%,-8%,-5%,-3,22%,-2,6%,-1%
O=C1C2(c3ccccc3)CN(CCCO)CC1(c1ccccc1)CN(CCCO)C2,-0.6%,1%,-7%,-1%,-3,1%,-1,0%,0%
CC(=O)c1ccc(NC(=O)C(C)OC(=O)c2ccc(Br)o2)cc1 (stereo not drawn),0.0%,-2%,-19%,-2%,-1,-7%,-10,1%,-1%
Cc1ccccc1NC(=O)Nc1nnc(N(C)Cc2ccccc2)s1,2.3%,4%,-15%,-3%,-4,-1%,-1,-13%,1%
O=C(NCc1nnnn1-c1ccc(Cl)cc1)c1ccc(Br)o1,0.6%,4%,-16%,-6%,-3,2%,-2,2%,2%
C=CC(=O)NN(C)c1ncc(C(F)(F)F)cc1Cl,-1.8%,-15%,-22%,-1%,8,5%,-2,4%,-1%
COc1ccccc1-c1cc(C(=O)NC2CCCC2)no1,1.5%,-6%,-10%,7%,-1,9%,-2,10%,-2%
Clc1ccc2c(N/N=C/c3ccccc3Br)ccnc2c1,-0.1%,-28%,-17%,0%,3,-4%,-5,-5%,?
Cc1nccn1CC(O)COc1ccc(Cl)cc1Cl (stereo not drawn),-0.7%,-2%,-21%,-2%,3,-9%,-5,2%,-13%
COCC(C)NC(=O)c1ccc2nc(-c3ccccc3)c(-c3ccccc3)nc2c1 (stereo not drawn),-1.0%,-1%,?,5%,4,32%[activator][57.1 µM],-11,3%,6%
CN(C)C1=NCCN1CCC1CCCCC1,-1.6%,3%,-25%,-4%,-3,-7%[57.1 µM],-3,11%,-2%
COc1cccc(NC(=O)c2sc(Cl)nc2C)c1,-0.2%,-2%,-20%,8%,-4,5%,0,3%,-3%
CC1CCCCC1NC(=O)C(C)N1C(=O)c2ccccc2C1=O (stereo not drawn),-2.0%,-8%,-11%,5%,-4,4%,2,4%,-4%
Cc1ccccc1N=C/C=C1/C=C(c2ccccc2)OC(C)(C)O1,1.3%,1%,-16%,-2%,0,-5%,8,1%,-3%
CC(C(=O)NCCN1CCOCC1)(c1ccccc1)c1ccccc1,3.7%,-9%,-16%,-7%,0,5%,-8,26%,18%
CCCn1nc(C(=O)Nc2nc(-c3ccccn3)cs2)c2ccccc2c1=O,0.5%,-12%,-11%,-3%,3,-5%,2&1,-10%,?
C[C@H](CO)N1C[C@H](C)[C@@H](CN(C)S(=O)(=O)c2ccc(C#N)cc2)OCc2cn(nn2)CCCC1=O,.,1%,-18%,-2%,-4,.,-2,14%,0%

Screens: PubChem BioAssay, National Center for Advancing Translational Sciences (NCATS)

An excerpt, so the mix of outcomes need not match the whole.
